# Bioassay records: PubChem BioAssay, several laboratories
# PPARg SRC1 recr – PPARgamma agonists recruiting SRC-1 coactivator, primary screen, biochemical; Peroxisome proliferator-activated receptor gamma (Homo sapiens), P37231; 0.41% of 200,000 active; activation, % at 8 µM; PPARgamma-SRC-1 coactivator recruitment biochemical assay; in the data active = activation above about 19%;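 note: 0% = DMSO and 100% = reference agonist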
# Target sequence (P37231 whole entry, looked up): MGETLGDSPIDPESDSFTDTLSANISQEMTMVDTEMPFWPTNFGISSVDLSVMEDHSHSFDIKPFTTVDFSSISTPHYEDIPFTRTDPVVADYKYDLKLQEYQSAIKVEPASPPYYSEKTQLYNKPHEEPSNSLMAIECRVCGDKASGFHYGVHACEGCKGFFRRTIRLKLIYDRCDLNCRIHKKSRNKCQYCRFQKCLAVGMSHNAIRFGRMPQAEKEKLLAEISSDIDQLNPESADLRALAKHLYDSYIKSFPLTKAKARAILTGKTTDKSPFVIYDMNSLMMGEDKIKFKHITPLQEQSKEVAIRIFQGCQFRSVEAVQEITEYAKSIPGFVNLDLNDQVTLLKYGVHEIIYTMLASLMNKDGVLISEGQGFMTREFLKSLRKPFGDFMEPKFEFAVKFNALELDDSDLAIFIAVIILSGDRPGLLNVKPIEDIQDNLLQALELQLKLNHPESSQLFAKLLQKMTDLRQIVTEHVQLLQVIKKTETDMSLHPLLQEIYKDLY
# Diaphorase act – compounds boosting diaphorase resazurin reduction – biochemical, uHTS, resorufin fluorescence, counter-screen for diaphorase-coupled primary assays, primary screen; Diaphorase/resazurin coupled assay, 16 min; stronger effect = higher value; 1 = vehicle wells, 0 = NADH-free wells; activation factor at 20 µM; 0.005% of 190,000 active; AID 1229, 2008;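 active = diaphorase activity raised at least twofold by the compound at 20 µM; inactive = activation factor below 2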
#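 test system = bacterial diaphorase enzyme (C. kluyveri) | quantity = enzyme 0.07 U/mL final | reagent = NADH substrate 0.114 mM plus resazurin dye 0.1 mM, final | incubation = 16 min enzyme reaction, ambient temperature | buffer or medium = HEPES pH 7.4 buffer with MgCl2 and Tween 20 | signal = fluorescence of resorufin, 544 nm excitation, 590 nm emission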
# Diaph inh CS – diaphorase inhibitors and chemical oxidizers, primary screen, counter-screen for diaphorase-coupled primary assays, biochemical, uHTS, resorufin fluorescence. diaphorase resazurin-to-resorufin fluorescence, NADH, 16 min; bacterial (C. kluyveri) enzyme, not human. inhibition, % at 20 µM. 0.69% of 190,000 active. AID 1217, 2008;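 active = primary screen inhibition at 20 µM above a set limit, cut at about 50% in these data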;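 note: plate controls were DMSO with full reaction for no effect and wells lacking NADH for full effect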
#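 System: Diaphorase enzyme from Clostridium kluyveri | Amount: Enzyme working solution with 0.14 U/mL diaphorase | Benchmarks: No-NADH positive control and DMSO neutral control | Signal: Fluorescence of resorufin formed from resazurin, Ex 544/Em 590 nm | Schedule: 16-min room-temperature incubation before reading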
# S1P3 antag – S1P3 receptor antagonists, primary screen, cell-based. inhibition, % at 4.98 µM. 0.27% of 170,000 active. Sphingosine 1-phosphate receptor 3 (Homo sapiens), Q99500. CHO S1P3 NFAT-BLA reporter, FRET fluorescence, antagonist mode;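 active = inhibition above the plate cutoff, the mean inhibition of test wells on that plate plus 3 SD, cut at about 28% in these data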;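 note: cells challenged with S1P at its EC80 of 0.8 µM; blue over green emission ratio from cleaved BLA substrate after 4 h stimulation; 0% = S1P-stimulated wells and 100% = unstimulated DMSO-only wells; some compounds past the cut are filed as inactive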
# G6PDH CS – L. mesenteroides G6PDH inhibitors, counter-screen for G6PDH-coupled screening assays, biochemical, Leuconostoc mesenteroides enzyme | glucose-6-phosphate dehydrogenase [Leuconostoc mesenteroides] | Purified L. mesenteroides G6PDH, diaphorase/resazurin coupled fluorescence, 45 min | inhibition, % at 5 µM | 0.12% of 200,000 active | AID 1020, 2008; in the data active = inhibition above about 50%
# PMI act hi M6P – human PMI activators, high substrate, primary screen, biochemical, fluorescence intensity, near-saturating mannose 6-phosphate | Mannose-6-phosphate isomerase (Homo sapiens), P34949 | activation factor at 20 µM | AID 1216, 2008 | 0.34% of 190,000 active | coupled PMI enzyme assay, resazurin fluorescence, 20 min; stronger effect = higher value; 1 = untreated enzyme, 0 = substrate-free blank;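 active = activation factor of 2 or more at 20 µM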
#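 Test system: human phosphomannose isomerase with PGI, G6PDH, diaphorase coupling enzymes; amount: 15 ng/mL PMI; incubation: enzyme reaction with compound 20 min at room temperature; technique: resorufin fluorescence (Ex 544/Em 590 nm) from resazurin via diaphorase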
# ROMK primary – ROMK potassium channel modulators, primary screen, cell-based, thallium flux, MLSMR library; ATP-sensitive inward rectifier potassium channel 1 (Homo sapiens), P48048; Tet-inducible ROMK, thallium flux fluorescence; actives lie on both sides; B-score at 10 µM; 2% of 130,000 active; AID 1918, 2009;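 active = signal ratio slope over the read window, or its plate-corrected B-score, at least 3 SD from the plate mean, either direction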;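 note: B-score of the F/F0 ratio slope over 7 to 12 s after thallium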
# Target sequence (P48048 whole entry, looked up): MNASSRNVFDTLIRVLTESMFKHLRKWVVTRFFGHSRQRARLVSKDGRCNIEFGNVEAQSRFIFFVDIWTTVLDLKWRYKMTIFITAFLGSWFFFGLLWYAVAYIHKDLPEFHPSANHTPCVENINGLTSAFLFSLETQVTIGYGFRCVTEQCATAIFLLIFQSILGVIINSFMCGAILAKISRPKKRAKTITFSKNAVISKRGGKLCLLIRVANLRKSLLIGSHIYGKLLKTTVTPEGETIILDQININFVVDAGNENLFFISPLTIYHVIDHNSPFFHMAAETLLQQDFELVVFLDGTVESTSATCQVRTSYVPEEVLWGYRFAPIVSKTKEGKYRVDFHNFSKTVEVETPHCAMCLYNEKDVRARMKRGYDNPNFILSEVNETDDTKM
# PMI act – activators of human PMI, primary screen, biochemical, fluorescence intensity, near-Km mannose 6-phosphate; purified human PMI, coupled resazurin fluorescence, 20 min; stronger effect = higher value; 1 = vehicle control, 0 substrate-free wells; AID 1214, 2008; 0.005% of 190,000 active; activation factor at 20 µM;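 active = activation factor of 2 or more at 20 µM, relative to plate controls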
# PPARg SRC-2 ag – agonists of PPARg-SRC-2 recruitment, primary screen, biochemical, HTS. 0.34% of 200,000 active. Peroxisome proliferator-activated receptor gamma (Homo sapiens), P37231. PPARgamma LBD-SRC-2 recruitment. activation, % at 8 µM; in the data active = activation above about 22%;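 note: 0% = vehicle and 100% = reference agonist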
# SRC2 TRFRET art – TR-FRET signal artefacts, primary screen, artefact control for PPARgamma SRC-2 agonist project, biochemical; TR-FRET artefact counter-screen; stronger effect = higher value; AID 1049, 2008; TR-FRET ratio at 8 µM; 0.4% of 200,000 active; in the data active = TR-FRET ratio above about 2000; note: inactives centre near 1500
# PPARg SRC3 recr – PPARgamma agonists recruiting SRC-3 coactivator, primary screen, biochemical; activation, % at 8 µM; 0.26% of 200,000 active; AID 731, 2007; biochemical PPARgamma/SRC-3 coactivator recruitment assay; Peroxisome proliferator-activated receptor gamma (Homo sapiens), P37231; in the data active = activation above about 23%;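 note: 0% = DMSO and 100% = reference agonist; some compounds past the cut are filed as inactive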
# The depositor's hits bear a star; nt = not tested or not shown.
SMILES,PPARg SRC1 recr,Diaphorase act,Diaph inh CS,S1P3 antag,G6PDH CS,PMI act hi M6P,ROMK primary,PMI act,PPARg SRC-2 ag,SRC2 TRFRET art,PPARg SRC3 recr
COc1ccc(CCN2C(=O)CC(NCCc3ccc(S(N)(=O)=O)cc3)C2=O)cc1OC (centres undefined),-3,0.9,9,nt,-4,1,0.81,1,3,1498,1
C=CCN1CC(c2nc3ccccc3n2CCOc2ccccc2)CC1=O (centres undefined),0,1,-4,4,6,1.1,nt,1.2,-6,1386,-5
CCOC(=O)c1cc(C)n(-n2cnnc2)c1C,6,0.9,8,6,2,0.9,-0.65,0.9,5,1601,5
CCN(CC)C(=O)C(C)OC(=O)c1ccc(O)cc1 (centres undefined),5,1.1,-7,nt,2,1.1,1.3,1,4,1585,1
CCOCCCNC(=S)NC1CC2CCC(C1)N2Cc1ccccc1 (centres undefined),7,nt,nt,-1,8,nt,-0.05,nt,2,1515,3
Nc1cc(C(=O)O)ccc1N1CCCCC1,10,0.8,20,nt,5,0.7,nt,1,6,1484,2
CCN(CC)CCOc1nnc(-c2ccc(C)cc2)c2ccccc12,1,0.9,5,nt,0,1,0.95,1,15,1651,2
Cc1cc(C)nc(NS(=O)(=O)c2ccc(Br)cc2)n1,-5,1.2,-16,-4,24,1,-0.0097,1.1,9,1649,10
C=CCN=C(C)C1=C(O)C(C)OC1=O (centres undefined),2,0.9,7,-5,-10,1,nt,0.9,-3,1661,1
O=[N+]([O-])c1cccc(NC(=S)NCc2ccncc2)c1,0,0.8,17,-11,5,0.5,-0.092,0.8,4,1527,0
Cn1c(CCNC(=O)c2ccco2)nc2cc(NS(=O)(=O)c3ccccc3)ccc21,-2,0.9,14,-42,6,1,nt,0.9,0,1632,0
CCOc1ccccc1N1CC(C(=O)Nc2c(C)n(C)n(-c3ccccc3)c2=O)CC1=O (centres undefined),-1,1,-1,-2,18,0.9,0.018,1.1,3,1468,2
N=C1/C(=C\c2ccc(SCc3ccccc3)o2)C(=O)N=C2SC=NN12,-4,0.9,12,11,4,0.6,-1.3,0.3,-5,1647,0
OCCNCCCOc1cc(Cl)ccc1Cl,2,1,3,36*,4,1,nt,0.9,8,1519,2
CCOC(=O)c1c(C)[nH]c(C(=O)COC(=O)CSCC(=O)N(CC)CC)c1C,1,0.9,11,-22,4,0.9,nt,1,-2,1473,1
CCOC(=O)C1CCN(c2c(C(=O)c3ccccc3)cnc3ccc(Cl)cc23)CC1,7,1,2,-17,5,1,0.4,1.2,2,1519,0
Cc1cc(NC(=O)C2CCCN(S(=O)(=O)c3cnc[nH]3)C2)ccc1Br (centres undefined),-3,0.9,8,6,-5,1,nt,1,10,1614,-7
COc1ccc(/C=N/Nc2nnc(C)n2N)cc1OC,3,0.9,7,4,6,0.3,0.13,0.6,8,1646,6
O=C(Cc1cn2ccsc2n1)Nc1ccccn1,-6,1,2,nt,11,1.1,nt,1.1,-7,1484,-13
CCCNC(=O)Cn1c2ccccc2c2nc(=O)cc(C)n21,-1,0.9,9,nt,2,1,nt,1,-3,1490,3
Cn1c(SCc2c(F)cccc2Cl)nnc1-c1cccs1,7,0.9,13,-16,-10,0.9,nt,0.9,8,1387,18
CCOC(=O)COc1ccccc1/C=C\[N+](=O)[O-],2,0.9,7,10,-12,1,nt,0.9,-7,1563,3
COc1ccc(-c2[nH]ncc2CN2CCCN(c3ccccc3)CC2)c(F)c1,-6,0.9,15,-10,2,1,-2.7,0.9,6,1341,6
COc1ccc(/C=C/C(=O)c2sc(-c3ccccc3)nc2C)cc1,-2,0.8,22,nt,-51,0.8,nt,0.8,3,1485,9
COC(=O)c1cc2nc(-c3ccccc3)cc(C)n2n1,-8,0.8,23,-21,-14,1,-0.76,1,-2,1562,0
CCN(CC)S(=O)(=O)c1cc(NS(=O)(=O)c2cccc(C(=O)O)c2)ccc1C,5,0.9,9,-17,9,1.3,-1.3,1.3,-2,1640,-1
Cc1ccc(-n2c(O)c(C=Nc3ccccc3-c3n[nH]c(=S)[nH]c3=O)c3ccccc3c2=O)cc1C,24*,0.2,76*,-14,3,0.8,-2.5,0.9,24*,2174*,23*
O=c1oc(-c2cccs2)nc2scc(-c3cccs3)c12,-2,0.9,12,-1,-4,1,0.15,1,10,1619,-11
C=CCn1c(N)nc2ccccc21,2,0.9,15,-6,9,0.9,nt,0.9,-2,1420,-4
N#C/C(=C\c1cc2ccccc2nc1N1CCCCC1)C(N)=O,-1,0.9,14,-7,8,1,-1.7,1,-15,1415,2
COC(=O)c1ccccc1NS(=O)(=O)c1ccc(NC(C)=O)cc1,-3,0.8,15,1,14,0.9,-0.086,0.9,0,1567,2
O=C1C2C3C=CC(C4CC34)C2C(=O)N1/N=C/c1ccc(-c2ccc(Cl)cc2[N+](=O)[O-])o1 (centres undefined),4,0.7,33,nt,9,0.9,nt,0.9,-4,1524,9
CC(=O)NC(Cc1cc(C)ccc1C)C(=O)N1CCN(C(=O)Nc2ccc(C(C)=O)cc2)CC1 (centres undefined),3,0.9,15,-11,23,0.9,nt,0.8,2,1501,2
Cc1ccccc1C1NS(=O)(=O)N=C1N (centres undefined),-7,0.9,5,nt,14,0.7,nt,1.1,-6,1554,1
CC1(C)CC(=O)c2c(-c3cccnc3)n[nH]c2C1,3,0.9,7,nt,1,1,0.37,1,9,1753,2
CC(C)C(C(=O)NCC1CCCO1)N(Cc1ccco1)C(=O)CNS(=O)(=O)c1ccc(F)cc1 (centres undefined),10,0.9,5,-21,3,1.1,nt,1.1,2,1639,-5
Cc1ccc(-c2nn(CCC(=O)NCC3CCCO3)c(=O)c3ccccc23)cc1 (centres undefined),-3,0.9,5,nt,8,0.9,0.75,0.9,9,1668,7
CCOC(=O)C1CCN(S(=O)(=O)c2ccc(Cl)cc2OC)CC1,10,0.9,13,nt,-3,1,nt,1,-1,1385,3
CCOC(=O)c1cnn2c(N)c(C#N)cnc12,-8,0.9,6,-20,7,0.9,-0.22,1,-6,1411,-1
COc1cc2c(cc1NC(=O)CN(C)Cc1cccc(OC)c1OC)oc1ccccc12,2,1,2,4,15,1,0.48,1,1,1673,3

# In another format: entries from further up
Molecule: Cc1ccccc1C1NS(=O)(=O)N=C1N (centres undefined)
  PPARg SRC1 recr: -7	Diaphorase act: 0.9	Diaph inh CS: 5	S1P3 antag: nt	G6PDH CS: 14	PMI act hi M6P: 0.7	ROMK primary: nt	PMI act: 1.1	PPARg SRC-2 ag: -6	SRC2 TRFRET art: 1554	PPARg SRC3 recr: 1
Molecule: CC1(C)CC(=O)c2c(-c3cccnc3)n[nH]c2C1
  PPARg SRC1 recr: 3	Diaphorase act: 0.9	Diaph inh CS: 7	S1P3 antag: nt	G6PDH CS: 1	PMI act hi M6P: 1	ROMK primary: 0.37	PMI act: 1	PPARg SRC-2 ag: 9	SRC2 TRFRET art: 1753	PPARg SRC3 recr: 2
Molecule: CC(C)C(C(=O)NCC1CCCO1)N(Cc1ccco1)C(=O)CNS(=O)(=O)c1ccc(F)cc1 (centres undefined)
  PPARg SRC1 recr: 10	Diaphorase act: 0.9	Diaph inh CS: 5	S1P3 antag: -21	G6PDH CS: 3	PMI act hi M6P: 1.1	ROMK primary: nt	PMI act: 1.1	PPARg SRC-2 ag: 2	SRC2 TRFRET art: 1639	PPARg SRC3 recr: -5

# (listing goes on)
SMILES,PPARg SRC1 recr,Diaphorase act,Diaph inh CS,S1P3 antag,G6PDH CS,PMI act hi M6P,ROMK primary,PMI act,PPARg SRC-2 ag,SRC2 TRFRET art,PPARg SRC3 recr
COc1cccc(C(=O)NN2CC(O)=C(c3nc4ccccc4n3C)C2=N)c1,5,1,-4,2,6,0.9,0.0085,0.9,0,1452,2
O=C(Nc1ccc(Br)cc1)c1cccnc1N1CCCCC1,6,0.8,15,nt,12,0.9,0.18,0.9,-5,1526,-5
COCCCNC(=O)CCc1nc2cccnc2n1Cc1ccccc1,3,0.9,11,-9,1,0.9,-0.09,0.9,-5,1538,-9
COc1ccc(C(=O)Nc2cc(C)ccc2NC(=O)COc2ccccc2)cc1,-5,0.9,6,nt,-27,1.1,nt,1.1,-5,1393,-12
O=c1c2ccccc2c(=O)n(Cc2ccccc2)n1Cc1ccccc1,3,0.9,10,-8,8,1,nt,1,9,1587,0
COCCNC(=O)CSc1nc2nc(C)cc(C)n2n1,-2,0.9,12,nt,1,0.9,nt,0.9,-6,1648,-5
CN(CCNC(=O)c1cccc(N2CCCC2=O)c1)Cc1ccccc1,0,0.9,12,-12,6,1,-0.12,1,0,1398,1
CCCCC(=O)NC(c1ccc([N+](=O)[O-])cc1)c1c(O)ccc2ccccc12 (centres undefined),0,0.8,23,-15,-16,0.6,-0.4,0.8,3,1629,1
CCOc1ccc(C2C=C(c3ccccc3)Nc3ncnn32)cc1 (centres undefined),2,0.8,16,nt,10,1.1,-2.7*,1.1,3,1398,4
COc1cc(N2CCCC2)c(OC)cc1/C=C(/C#N)c1cccc(Br)c1,0,0.7,26,nt,2,0.9,nt,0.9,-3,1295,-3
Cc1cc(C(=O)N/N=C2\CC(=O)CC(C)(C)C2)c(C)n1-c1ccc(F)cc1,4,0.8,18,-12,9,1,-0.24,1.1,3,1522,4
COc1cc(S(=O)(=O)NC2CCCCC2C)ccc1-n1cnnn1 (centres undefined),-5,0.9,9,2,8,1,-0.14,0.9,4,1615,-2
O=c1[nH]ccc2c([N+](=O)[O-])cccc12,-4,0.8,24,5,-6,0.4,0.47,0.8,1,1699,-5
O=C(O)c1ccc2c(c1)N(Cc1ccccc1)C(=O)c1ccccc1S2=O (centres undefined),11,0.9,12,-4,-2,1,nt,1,3,1770,11
CS(=O)(=O)N(Cc1ccc(Cl)cc1)c1ccc(C(=O)NCCC2=CCCCC2)cc1,7,1.1,-11,nt,7,1,1.2,1,5,1499,2
Cc1ccc(C2NC(=O)c3sc(=S)n(-c4ccccc4)c3N2)cc1 (centres undefined),-2,0.9,6,-5,8,1.2,-0.032,1.3,5,1726,4
